HT1080-NT tox = kills 2HG-producing HT-1080-NT fibrosarcoma cells; HT-1080-NT fibrosarcoma viability, CellTiter-Glo ATP luminescence, 48 h; Potency, µM (doses to about 46.1 µM), without a hit: top-dose activity, negative = less viability, usual class: cytotoxic; actives 1.6% (n = 360,000);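 note: NT is the 2HG producing partner of a matched IDH1 knockdown line; potency is the fitted concentration of half-maximal effect; 0% = DMSO-treated cells and -100% = media-only wells without cells; nearly all actives have a fitted effect of over 55% in size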
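Toxicity toward the 2HG-producing NT line was scored as %Activity, normalised to DMSO and no-cell wells, from CellTiter-Glo luminescence after 48 hours' treatment.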
IL-1B inflam inh = inflammasome signaling inhibition, IL-1 beta readout; actives 4.7% (n = 360,000); THP-1 LPS/ATP IL-1B secretion, AlphaLISA, 16 h; active compounds read low; activity change, % at 57.5 µM; in the data active = activity change below about -50%; inconclusive = mostly about -30% to -49%; note: % is set by controls: 0 for no effect and ±100 for the full control effect
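Secreted IL-1B measured by AlphaLISA bead assay after 16 h compound exposure of THP-1 cells; compounds (final up to 57.5 uM) added 1 h before LPS (250 ng/mL) and ATP (1.25 mM) stimulation; lower signal means less secretion.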
KB-3-1 tox = kills parental KB-3-1 adenocarcinoma cells. KB-3-1 viability, CellTiter-Glo ATP luminescence, 72 h. Potency, µM (titrated, usually from 46.1 µM), for inactives: at the top dose activity change, negative = cytotoxic, actives largely listed as cytotoxic. actives 1.4% (n = 400,000). AID 1347075; note: potency is the fitted concentration of half-maximal effect; % is set by controls: 0 for no effect and ±100 for the full control effect; nearly all actives have a fitted effect of over 60% in size
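KB-3-1 parental drug-naive adenocarcinoma cells in DMEM/10% FBS, incubated 72 h at 37 C with pin-transferred compounds across a concentration series. Viability by CellTiter-Glo luminescence; concentration-response curves fitted after normalization.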
ATXN2 expr inh = reduces ATXN2 reporter expression in HEK-293 cells; HEK-293 ATXN2-luciferase reporter, luminescence, 24 h; AID 1745845; Potency, µM (top dose mostly 57 µM), for inactives: at the top dose activity change, negative = inhibition, usual class: inhibitors; actives 0.72% (n = 360,000); note: potency is the fitted concentration of half-maximal effect; % is set by controls: 0 for no effect and ±100 for the full control effect; nearly all actives have a fitted effect of over 55% in size
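ATXN2-luciferase reporter cells (luciferase flanked by upstream and downstream ATXN2 gene portions) were treated 24 h at 37 °C with compounds at up to 57 uM. SteadyGlo luminescence gave expression; GF-AFC fluorescence gave viability.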
WRN helicase inh = WRN helicase (human) inhibition. Potency, µM (highest dose often 114 µM), for inactives: at the highest dose activity change, negative = inhibition, usual class: inhibitors. WRN helicase unwinding, fluorescent forked duplex, kinetic. actives 0.46% (n = 360,000); note: potency is the fitted concentration of half-maximal effect; % is set by controls: 0 for no effect and ±100 for the full control effect; nearly all actives have a fitted effect of over 55% in size
Target sequence (Q14191 whole entry, looked up): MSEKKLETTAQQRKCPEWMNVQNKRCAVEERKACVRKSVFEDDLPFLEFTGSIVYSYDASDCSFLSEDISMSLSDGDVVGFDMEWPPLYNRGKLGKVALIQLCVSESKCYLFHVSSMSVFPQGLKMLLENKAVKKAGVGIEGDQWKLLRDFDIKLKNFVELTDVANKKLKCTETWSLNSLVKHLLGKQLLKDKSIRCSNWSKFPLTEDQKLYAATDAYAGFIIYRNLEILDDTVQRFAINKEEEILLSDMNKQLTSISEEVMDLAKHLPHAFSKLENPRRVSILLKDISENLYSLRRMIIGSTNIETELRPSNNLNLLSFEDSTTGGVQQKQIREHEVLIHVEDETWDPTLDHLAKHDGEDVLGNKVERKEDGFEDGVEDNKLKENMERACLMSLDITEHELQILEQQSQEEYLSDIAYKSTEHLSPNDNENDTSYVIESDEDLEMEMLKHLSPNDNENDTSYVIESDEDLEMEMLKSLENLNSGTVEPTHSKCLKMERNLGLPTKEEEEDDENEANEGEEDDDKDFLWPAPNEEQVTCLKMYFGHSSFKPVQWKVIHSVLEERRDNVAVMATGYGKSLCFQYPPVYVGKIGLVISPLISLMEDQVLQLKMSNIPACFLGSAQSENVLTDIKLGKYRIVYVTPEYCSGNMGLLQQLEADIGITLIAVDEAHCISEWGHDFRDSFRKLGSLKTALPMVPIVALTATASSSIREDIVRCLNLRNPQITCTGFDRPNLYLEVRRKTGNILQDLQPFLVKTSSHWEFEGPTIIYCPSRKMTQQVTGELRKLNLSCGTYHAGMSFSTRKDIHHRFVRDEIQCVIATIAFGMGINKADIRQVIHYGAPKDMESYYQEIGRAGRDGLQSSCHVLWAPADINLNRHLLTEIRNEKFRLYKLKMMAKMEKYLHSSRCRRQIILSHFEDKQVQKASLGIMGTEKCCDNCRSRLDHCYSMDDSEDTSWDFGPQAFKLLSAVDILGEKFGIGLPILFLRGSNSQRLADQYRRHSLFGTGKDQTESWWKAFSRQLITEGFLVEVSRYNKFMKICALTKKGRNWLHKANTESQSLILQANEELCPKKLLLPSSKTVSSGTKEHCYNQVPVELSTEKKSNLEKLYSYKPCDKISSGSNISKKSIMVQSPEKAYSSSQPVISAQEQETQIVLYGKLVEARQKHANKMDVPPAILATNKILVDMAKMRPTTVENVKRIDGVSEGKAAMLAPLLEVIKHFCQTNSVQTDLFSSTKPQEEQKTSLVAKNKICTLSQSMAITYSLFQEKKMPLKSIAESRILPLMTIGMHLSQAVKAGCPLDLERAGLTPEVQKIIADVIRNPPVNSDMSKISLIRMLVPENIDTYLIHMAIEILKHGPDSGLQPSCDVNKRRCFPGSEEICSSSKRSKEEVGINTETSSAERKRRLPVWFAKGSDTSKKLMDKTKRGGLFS
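Kinetic red-fluorescence monitoring (525/598 nm) tracks WRN helicase activity after 100 nM fluorophore-quencher forked duplex and 2 mM ATP are added to 20 nM enzyme pretreated 15 min at room temperature with compound.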
HT1080 IDH1KD tx = kills HT-1080 cells with IDH1 knockdown. HT-1080 IDH1 knockdown viability, ATP luminescence, 48 h. Potency, µM (titrated, usually from 46.1 µM), for the others: at the top dose activity, negative = toxicity, hits mostly cytotoxic. actives 2% (n = 360,000). AID 686971;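 note: potency is the fitted concentration of half-maximal effect; 0% = DMSO wells and -100% = cell-free medium wells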
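Viability of IDH1-knockdown HT-1080 fibrosarcoma cells was assessed by CellTiter-Glo after 48 h at 37 °C with titrated compound; concentration-effect curves were classified by fit quality and response size.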
SW480 rereplic = inducers of DNA re-replication in SW480 colon cancer cells. SW480 DNA re-replication, Hoechst DNA content imaging, 48 h. Potency, µM (top dose mostly 46.1 µM), without a hit: at the top dose re-replication activation, usual class: activators. actives 1.8% (n = 340,000); note: potency is the fitted concentration of half-maximal effect; % of control where 0% means no effect; nearly all actives have a fitted effect of over 55% in size
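Compounds, transferred as 23 nL by pin tool, were incubated with cells for 48 hr; DNA content per nucleus was then quantified by Hoechst staining and fluorescence plate imaging.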
MCF10A rerep = DNA re-replication induction in MCF 10a cells. MCF 10A DNA re-replication, Hoechst nuclear intensity, 48 h. Potency, µM (top dose mostly 46.1 µM), for the others: top-dose activity, positive = re-replication, usual class: activators. actives 2.9% (n = 350,000); note: potency is the fitted concentration of half-maximal effect; % of control where 0% means no effect; nearly all actives have a fitted effect of over 50% in size
KB-V1 MDR tox = KB-V1 MDR subline cytotoxicity; KB-V1 MDR cells viability, CellTiter-Glo, 72 h; Potency, µM (highest dose often 46.1 µM), for inactives: top-dose activity change, negative = cytotoxicity, actives largely listed as cytotoxic; actives 3.4% (n = 400,000); AID 1347076; note: potency is the fitted concentration of half-maximal effect; % is set by controls: 0 for no effect and ±100 for the full control effect; nearly all actives have a fitted effect of over 60% in size
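Cytotoxicity toward P-gp-expressing KB-V1 cells was determined as loss of CellTiter-Glo luminescence after 72 h at 37 degrees C. Compounds were tested in quantitative HTS format across a concentration range, with curves fitted to normalized data.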
* hit, by the source's call; ? = inconclusive; . = no result given; & = joins results of further samples; [ ] = remark or other dose. Unless noted, calls come from the whole dose curve; as a rule, active = well fitted curve in the direction sought with a large enough effect; inconclusive = small, poorly fitted or top-dose-only effect, or another doubt; inactive = no such curve, though single readings can be large; an effect the other way counts as inactive or inconclusive.

cpd	mol	KB-V1 MDR tox	IL-1B inflam inh	ATXN2 expr inh	SW480 rereplic	KB-3-1 tox	HT1080-NT tox	MCF10A rerep	WRN helicase inh	HT1080 IDH1KD tx
1	O=c1oc(=S)oc2c1[C@H](c1ccc(Cl)cc1)O[C@H](C1CC1)C2	?	17	9%	.	-3%	15%	.	1%	13%
2	COc1cc(CN2CCNC(=O)C2CC(=O)O)cc(OC)c1 (stereo not given)	12%	7	-33%[11.3 µM]	-10%	-2%	13%	-28%	-27%	0%
3	COc1cccc(NC(=O)CSc2nnnn2C2CCCC2)c1	?	1	-4%	?	-1%	?	3%	0%	?
4	COc1cc(OC)cc(C(=O)Nc2cc(C)nn2-c2ccccc2)c1	-20%	-17	-21%	-8%	-8%	11%	-6%	5%	1%
5	CCCN1CCN(c2ccc([N+](=O)[O-])cc2C#N)CC1	-8%	-8	3%[11.3 µM]	-19%	-1%	18%	3%	-1%	1%
6	COc1ccc(NC(=O)CS(=O)c2ccc(F)cc2)cc1 (stereo not given)	?	4	4%	-6%	4%	9%	9%	4%	9%
7	C#CCOCC1CN(C)C(=O)O1 (stereo not given)	4%	-12	.	.	-19%	0%	.	1%	-1%
8	CCOC(=O)c1cnc2ccc(Cl)cc2c1N1CCN(C)CC1	?	-25	-13%	-5%	-4%	-18%	3%	-1%[57.1 µM]	-2%[9.24 µM]
9	O=C1Nc2ccccc2/C1=C\C(=O)c1ccccc1	7%	-21	?	?	-22%	18µM*	?	-10%	?
10	Cc1csc(NC(=O)CSc2nc3ccccc3c(=O)[nH]2)n1	0%	11	1%	6%	-4%	-8%	?	-21%	-25%
11	O=C(O)CCC(=O)Nc1nc2ccc([N+](=O)[O-])cc2s1	?	19	-1%[11.3 µM]	4%	-2%	-5%	3%	-1%	2%
12	Cc1ccc(NC(=O)c2ncn(CC(=O)NCc3ccc4[nH]ccc4c3)n2)cc1C	-2%	-4	26%	0%	-3%	1%	27%	-2%	-1%
13	c1ccc2c(CN3CCOCC3)c3ccccc3c(CN3CCOCC3)c2c1	16%	-12	-8%	0%	2%	7%	8%	111%[activator]	6%
14	CN=C1N(C)C[C@@H]2[C@@H]3C(=O)N(C)C(=O)[C@@H]3[C@](C)(C(=O)OC)N12	11%	15	11%	?	21%	-4%	-57%[inhibitor]	-12%	3%
15	C=CC[C@@H](CC(=O)N[C@H](CO)Cc1ccccc1)C(=O)N[C@@H](COC(=O)[C@@H](CC=C)CC(=O)OC(C)(C)C)Cc1ccccc1	0%	-19	-32%	15%	0%	-4%	1%	-9%	-7%

The closing two compounds of the part before open the next one.
cpd	mol	KB-V1 MDR tox	IL-1B inflam inh	ATXN2 expr inh	SW480 rereplic	KB-3-1 tox	HT1080-NT tox	MCF10A rerep	WRN helicase inh	HT1080 IDH1KD tx
14	CN=C1N(C)C[C@@H]2[C@@H]3C(=O)N(C)C(=O)[C@@H]3[C@](C)(C(=O)OC)N12	11%	15	11%	?	21%	-4%	-57%[inhibitor]	-12%	3%
15	C=CC[C@@H](CC(=O)N[C@H](CO)Cc1ccccc1)C(=O)N[C@@H](COC(=O)[C@@H](CC=C)CC(=O)OC(C)(C)C)Cc1ccccc1	0%	-19	-32%	15%	0%	-4%	1%	-9%	-7%
16	O=C(CCCCCn1c(=S)[nH]c2ccc(N3CCOCC3)cc2c1=O)NCc1cccc(Cl)c1	6%	45	-21%	?	-3%	3%	16µM*	-1%	-10%
17	O=C(CN1CCOCC1)NCCNC(=O)CN1CCOCC1	18%	7	-5%	-6%	-1%	11%	-1%	6%	9%
18	CCN1C(=NCC(C)C)N[C@@H](c2cccc(C(F)(F)F)c2)C(C(=O)OC)=C1C	-11%	?	-11%	-3%[9.22 µM]	-23%	-14%	-30%[inhibitor]	6%	-10%
19	CC(C)OCCCNC(=O)COCC(=O)Nc1ccc(OCCc2ccccc2)cc1	?	-2	-24%	4%	-5%	?	-4%	-3%	-5%
20	CCN(C(=O)COC(=O)c1cc2c(s1)CCC(C)C2)c1c(N)n(Cc2ccccc2)c(=O)[nH]c1=O (stereo not given)	-2%	-26	-5%	-5%	-11%	-13%	0%	-3%[11.6 µM]	-3%
21	c1ccc(OCCN2CCNCC2)cc1	-9%	10	6%	-6%	-8%	10%	10%	0%	11%
22	CCc1ccc(-c2cc(C)no2)cc1S(=O)(=O)N1CCN(C(=O)c2ccco2)CC1	-6%	-19	-2%	-1%	7%	-27%	10%	-16%	-10%
23	CC(C)(C)c1ccc(OCC(=O)N/N=C/c2ccc(N3CCOCC3)cc2)cc1	?	-7	10%	-4%	0%	0%	?	1%	7%
24	COc1cc(C(=O)Nc2ccc3c(c2)OCCO3)ccc1-n1cnnn1	?	4	-11%	-10%	?	12%	10%	0%	15%
25	COc1ccc(CNCc2ccc(C)cc2)c(OC)c1	13%	-17	-19%	24%	6%	-18%	0%	-1%	-23%
26	CCCCC(=O)NC(c1ccc(C(C)C)cc1)c1ccc2cccnc2c1O (stereo not given)	0%	120	-82%	?	?	?	18µM*	-9%	?
27	Cc1cc(C(=O)Cn2cc(C(F)(F)F)ccc2=O)c(C)n1-c1ccccc1	-24%	-20	0%	4%	?	-11%	16%	-17%	-7%
28	O=C(O)CC1NC(=O)N(c2ccc(Cl)cc2)C1=O (stereo not given)	-1%	21	2%	1%	-16%	-2%	25%	-13%	-5%
29	CN(CC(=O)NNC(=O)CCNS(=O)(=O)c1ccccc1)S(=O)(=O)c1ccc(Cl)cc1	2%	-2	-7%	?	-3%	-1%	-4%	9%	-9%
30	COc1ccc(-c2cc(C(=O)N3CCN(c4ncccn4)CC3)c3ccccc3n2)cc1	?	-16	.	2%	-7%	0%	28%	1%	-3%
31	CN1C(=O)C(O)(C2OC(C)(C)CCC2=O)c2ccccc21 (stereo not given)	2%	29	8%	3%	14%	5%	2%	-7%	4%
32	CCCNC(=O)C1CN(S(=O)(=O)c2ccc(Cl)s2)c2ccccc2O1 (stereo not given)	2%	4	-2%	-1%	0%	2%	2%	9%	3%
33	Cc1cccn2c(=O)c(/C=C(\C#N)S(=O)(=O)c3ccccc3)c(N3CCN(C)CC3)nc12	16%	0	-29%	-3%	5%	3%	0%	-17%	-9%
34	COCCCNC(=O)C(=O)Nc1cc2c3c(c1)CCC(=O)N3CCC2	-26%	-4	20%	?	3%	-1%	-6%	6%	-1%
35	Nc1cccc2c1C(=O)N(Cc1nnc(-c3ccccc3Br)o1)C2=O	-17%	-5	9%	16µM*	-10%	14%	?	-4%	-8%
36	CCOc1ccc(NC(=O)COc2ccc(OC)cc2)cc1	28%	-6	.	-7%	-3%	7%	-1%	4%	0%
37	O=C(Nc1ccc(Br)cc1)c1ccc(CSC2=NCCS2)cc1	0%	-12	2%	-3%[9.22 µM]	-28%	-8%	?	1%	-25%
38	O=C(Nc1cccnc1)c1ccc(S(=O)(=O)c2ccc(Cl)cc2)cc1	-11%	-66*	-15%	-5%	-15%	-24%	-15%	-9%	-8%
39	COc1ccccc1N1CCN(C(=O)C(C)CS(=O)(=O)c2ccc3c(c2)NC(=O)CS3)CC1 (stereo not given)	0%	4	.	-8%	-6%	-11%	-3%	-7%	-14%
40	O=C(c1ccccc1)N1CCOC(O)(c2ccccc2)C1c1ccccc1 (stereo not given)	?	-22	-6%	?	-1%	2%	14%	-18%	-17%
41	CSc1ccc(C(=O)c2[nH]c(=O)[nH]c2C)cc1	5.8µM*	0	13%&25%	-2%&-15%	0%	27%	-1%&1%	-5%	11%
42	Cc1ccc(S(=O)(=O)NCC(C)NC(=O)CN2CCOCC2)cc1 (stereo not given)	-2%	10	5%	-8%	6%	20%	-7%	-3%	7%
43	CCOc1ccc(-n2ccc(=O)c(C(=O)Nc3ccc(S(=O)(=O)Nc4ncccn4)cc3)n2)cc1	0%	-24	4%	-5%	27%	10%	0%	-8%	14%
44	O=C(NN1CCOCC1)c1ccc(Br)cc1	29%	6	-20%	-9%	4%	16%	-7%	-27%	7%
45	CSc1c(CC(=O)Nc2ccccc2Cl)n(Cc2ccccc2)c2ccccc12	-22%	32	-2%	6%	2%	?	24%	-10%	?
46	COC(=O)CSc1nnnn1-c1ccccc1	8%	0	-2%	-3%	4%	1%	-2%	-14%	6%
47	Cc1cc(NC(=O)c2cc(-c3ccccn3)nc3c(Cl)cccc23)no1	.	17	-16%	0%	.	-8%	?	-31%	-7%
48	CN(Cc1c(F)cccc1Cl)C(=O)c1ccc(NS(=O)(=O)c2ccc3[nH]c(=O)[nH]c3c2)cc1	3%	-11	26%	0%	11%	0%	2%	-29%	1%
49	COCCn1c(SCC(=O)N2CCc3ccccc32)nc2c(c1=O)SC(C)C2 (stereo not given)	-6%	-4	8%	6%	-10%	-1%	-6%	-3%	3%
50	CC[N+]1(CC)CC2=Cc3ccccc3CC2C1 (stereo not given)	12%	10	.	?	-2%	0%	0%	-1%	1%
51	COc1ccc(-c2nc3c(c(=O)n(C)c(=O)n3C)n2CC2CC(c3ccccc3)=NO2)cc1OC (stereo not given)	5.8µM*	-6	-7%	1%	-2%	-6%	8%	-6%	-3%
52	OCc1nc2nc(Cl)c(Cl)nc2[nH]1	4%	-1	.	-2%	-1%	8%	-2%	8%	11%
53	Cc1cc(C)nc(Nc2n[nH]c(COc3ccc4ccccc4c3)n2)n1	9%	19	-10%	3%	-2%	0%	-20%	-4%	2%
54	O=c1c(Cc2ccccc2)c(O)c2cccc3c4c(n1c23)CCCC4	5%	16	-6%	-15%	1%	-21%	?	-21%	-16%
55	C1CN(c2nc(N3CCOCC3)nc(N3CCOCC3)n2)CCO1	9%	12	-6%	-7%	3%	5%	-1%	1%	7%
56	Cn1cc(CN2CCC(C(=O)N3CCCC3)CC2)c(-c2ccccc2F)n1	2%	-30	1%	?	-4%	1%	-4%	0%[57.1 µM]	14%

Screening data: PubChem BioAssay, National Center for Advancing Translational Sciences (NCATS)
